SRC3 TRFRET art – TR-FRET artefact, counter-screen to PPARgamma/SRC-3 agonist assay; TR-FRET ratio at 8 µM; PPARgamma/SRC-3 format; active compounds read high; AID 1048; 99,000 compounds, 0.39% hits; in the data active = TR-FRET ratio above about 2000; note: inactives centre near 1600; reference of the scale not given here
SRC1 TRFRET art – counter-screen for PPARgamma SRC-1 recruitment agonists: TR-FRET artefact; TR-FRET ratio at 8 µM; 99,000 compounds, 0.34% hits; TR-FRET detection artefact counter-screen, emission ratio; active compounds read high; in the data active = TR-FRET ratio above about 2300; note: inactives centre near 1800; reference of the scale not given here
* marks the source's active call; other numbers are inactive results; & = joins results of further samples.

SMILES	SRC3 TRFRET art	SRC1 TRFRET art
Cc1ccc(C(=O)N[C@@H](C)CN2C3=NC[C@@H](Cc4ccccc4)N3C[C@H]2Cc2ccc(O)cc2)cc1Br	1575	1805
NC(=O)Cn1cc(C(=O)c2ccccc2F)c2ccccc21	1680	1953
CN(C)C(Cc1ccc(Cl)cc1)C(=O)c1ccccc1 (stereo not drawn)	1510	1773
COc1ccccc1-n1c(O)c(C=Nc2c(C)n(C)n(-c3ccccc3)c2=O)c(=O)[nH]c1=O	1363	1760
Cc1cc2c(C(C)C)c(O)c(O)c(C=O)c2c(O)c1-c1c(C)cc2c(C(C)C)c(O)c(O)c(C=O)c2c1O	1639&1381	1603&1673
C=Cn1ccnc1P(=S)(c1ccc(Cl)cc1)c1nccn1C=C	1438	1460
COc1ccc(C(CC(=O)N2CCC3(CC2)OCCO3)NS(=O)(=O)c2ccc(OC)cc2)cc1 (stereo not drawn)	1420	1776
CCCCCCn1c(=O)c(C(=O)Nc2cnccn2)c(O)c2ccccc21	1788	1936
O=[N+]([O-])NC1=NCN(Cc2ccco2)CN1Cc1ccco1	1622	1967
CCc1ccc(CN2CCCC(C(=O)c3sccc3C)C2)o1 (stereo not drawn)	1647	1709
O=P(O)(O)C#Cc1ccccc1	1194	1702
Cc1ccc(Cn2nnnc2CN2CCC(n3nnc4ccccc43)CC2)cc1	1638	1760
COc1ccc(OC)c(NC2=NCCCS2)c1	1916	1639
CN(C)c1ccc(/C=C2/C(=O)NC(=O)N(Cc3ccco3)C2=O)cc1	1507	1955
CC(=O)N1N=C(c2cccnc2)CC1c1ccccc1O (stereo not drawn)	1749	1501
CC(=O)Nc1ccc(S(=O)(=O)NC(CC(=O)N2CCC3(CC2)OCCO3)C(C)C)cc1 (stereo not drawn)	1570	1946
CN(C(=O)Oc1ccc([N+](=O)[O-])cc1)c1ccccc1	1521	1781
Cc1cccc(-n2c(O)c(C=Nc3ccc(S(N)(=O)=O)cc3)c(=O)[nH]c2=O)c1	1490	1808
COc1ccc(CCNCc2sccc2C)cc1OC	1436	1825
O=[N+]([O-])c1ccc(N2CCNCC2)cc1N1CCCCCC1	1472	1404
CCCCN1C(=O)/C(=C/C=C/c2ccco2)C(=O)NC1=S	1628	1903
C=C1[C@@H](C)[C@H]2[C@H](Cc3ccccc3)NC(=O)[C@]23OC(=O)/C=C/[C@H](O)CCC[C@@H](C)C/C=C/[C@H]3[C@@H]1O	1557	1803
C=CCn1c(O)c(/C=C/C=Nc2ccccc2)c(=O)[nH]c1=O	1737	1908
CC1CCCN(CC(=O)c2ccc(Cl)c(Cl)c2)C1 (stereo not drawn)	1640	1938
CCN(C(=O)CN1CC=C(c2ccccc2)CC1)c1c(N)n(Cc2ccccc2)c(=O)[nH]c1=O	1706	1758

Grouped by structure: the entries above containing an NH in an aromatic ring (4)
SMILES	SRC3 TRFRET art	SRC1 TRFRET art
COc1ccccc1-n1c(O)c(C=Nc2c(C)n(C)n(-c3ccccc3)c2=O)c(=O)[nH]c1=O	1363	1760
Cc1cccc(-n2c(O)c(C=Nc3ccc(S(N)(=O)=O)cc3)c(=O)[nH]c2=O)c1	1490	1808
C=CCn1c(O)c(/C=C/C=Nc2ccccc2)c(=O)[nH]c1=O	1737	1908
CCN(C(=O)CN1CC=C(c2ccccc2)CC1)c1c(N)n(Cc2ccccc2)c(=O)[nH]c1=O	1706	1758

One compound at a time, as listed above. Values in the order: SRC3 TRFRET art | SRC1 TRFRET art
Shown for `CN(C)c1ccc(/C=C2/C(=O)NC(=O)N(Cc3ccco3)C2=O)cc1` → 1507 | 1955
Shown for `CCc1ccc(CN2CCCC(C(=O)c3sccc3C)C2)o1` (stereo not drawn) → 1647 | 1709
Shown for `NC(=O)Cn1cc(C(=O)c2ccccc2F)c2ccccc21` → 1680 | 1953
Shown for `COc1ccc(CCNCc2sccc2C)cc1OC` → 1436 | 1825

More records follow:
SMILES	SRC3 TRFRET art	SRC1 TRFRET art
CN(C)c1ccc(C=C2C(=O)NC(=S)NC2=O)cc1[N+](=O)[O-]	1428	1882
CC(=O)OC1(c2ccccc2)CCN(C)C2CCCCC21 (stereo not drawn)	1479	2104
Cc1cccc(-n2c(-c3cccs3)nc3ccccc3c2=O)c1	1716	1670
CCc1ccc(N2C(=O)NC(=O)C(CCc3ccncc3)(CCc3ccncc3)C2=O)cc1	1691	1964
O=C(Nc1ccccc1)c1cccn(Cc2ccccc2)c1=O	1639	1564
COCCN1Cc2cc(=O)n3c([nH]c4ccccc43)c2C1=N	1657	1898
COc1ccc(CN2CCCC(C(=O)c3ccccc3SC)C2)cc1O (stereo not drawn)	1574	1708
C#CCN(C)C(C)Cc1ccccc1 (stereo not drawn)	1767	1874
CC(C)Oc1cccc(C(=O)C2CCCN(Cc3ccon3)C2)c1 (stereo not drawn)	1569	2220
Cc1ccc(CC(=O)N2CCN(Cc3ccccc3)CC2)cc1	1458	1788
COC(=O)C1=CCCN(C)C1	1287	1675
CCCC(C)C1(CC)C(=O)NC(=Nc2ccc(OC)cc2)NC1=O (stereo not drawn)	1520	1491
CN1CC(C(=O)c2ccc(F)cc2)C(c2c(F)cccc2Cl)C1 (stereo not drawn)	1482	1578
CN1CCN(c2ccc([N+](=O)[O-])c(SCCO)c2)CC1	1679	1657
CCN1CCN(c2ccc([N+](=O)[O-])cc2C(=O)OC)CC1	1779	1896
CNC(=O)OCc1n(C)cc[n+]1C	1667	1859
Cc1c(Cl)cccc1NC(=S)N1CC2CC(C1)c1cccc(=O)n1C2 (stereo not drawn)	1580	1908
COc1cc(/C=C/[N+](=O)[O-])ccc1O	1446	1867
COc1cc2ccc(=O)oc2c2ccoc12	1474	1675
Cc1cc(C=C2C(=O)NC(=S)NC2=O)c(C)n1-c1ccc2c(c1)OCO2	1868	2067
CN1C(=O)C(=Cc2ccc(N3CCOCC3)o2)C(=O)N(C)C1=O	1664	1864
C/C(CC(c1ccccc1)c1c(O)c2ccccc2oc1=O)=N\NC(N)=S (stereo not drawn)	1633	1860
CC(C)(C)c1ccc(C(=O)C2CCCN(C3CCC3)C2)cc1 (stereo not drawn)	1714	2015
Cc1ccc(Cn2nc(C)c(C=O)c2Cl)cc1	1561	1772
Cc1ccc(-n2c(C)cc(/C=C3\C(=O)NC(=O)N(C)C3=O)c2C)cc1C	1568	1791

In another format: three of the compounds above
CCCC(C)C1(CC)C(=O)NC(=Nc2ccc(OC)cc2)NC1=O (stereo not drawn)
  SRC3 TRFRET art = 1520
  SRC1 TRFRET art = 1491

C#CCN(C)C(C)Cc1ccccc1 (stereo not drawn)
  SRC3 TRFRET art = 1767
  SRC1 TRFRET art = 1874

Cc1c(Cl)cccc1NC(=S)N1CC2CC(C1)c1cccc(=O)n1C2 (stereo not drawn)
  SRC3 TRFRET art = 1580
  SRC1 TRFRET art = 1908

Next part.
SMILES	SRC3 TRFRET art	SRC1 TRFRET art
CC1CCCC(C)N1/N=C/c1c[nH]c2ccc(Br)cc12 (stereo not drawn)	1594	1832
COc1ccc2[nH]cc(CCN(C)C)c2c1	1600	1677
CCN1CCN(Cc2ccccc2C)CC1	1634	2175
COc1ccc(C(=O)C2CCCN(Cc3ccon3)C2)c(OC)c1 (stereo not drawn)	1401	1911
Cc1ccc(O)c(C(=O)c2cc(C(=O)NCCC(C)C)c(=O)n(CCC(C)C)c2)c1	1590	1573
COC(=O)C1=CO[C@@H](C)[C@@H]2CN3CC[C@]4(C(=O)Nc5ccccc54)[C@@H]3C[C@H]12	1375	1547
CC(C)(C)P(=O)(NCc1ccccc1)c1ccccc1 (stereo not drawn)	1657	1763
COc1ccc(CN2C(=O)NC(=O)/C(=C/c3ccc([N+](=O)[O-])o3)C2=O)cc1	1634	1926
Nc1cc(Cl)c2nonc2c1[N+](=O)[O-]	1506	2018
Cc1ccc(-n2c(O)c(C=Nc3ccc(S(N)(=O)=O)cc3)c(=O)[nH]c2=O)cc1	1483	1678
CCNC(=S)N1CCn2cccc2C1c1cccnc1 (stereo not drawn)	1576	1803
Cc1cccc(-n2c(-c3ccc([N+](=O)[O-])cc3)nc3ccccc3c2=O)c1	1674	2126
CCOC(=O)c1c(/N=C/C2C(=O)NC(=O)NC2=O)sc2c1CCC2	1543	1549
Cn1c(O)c(/C=N/N2CCCCC2)c(=O)[nH]c1=O	1594	1741
O=C1NS(=O)c2cc([N+](=O)[O-])cc([N+](=O)[O-])c21 (stereo not drawn)	1427	1679
Cc1ccc(/C=C2/C(=O)NC(=O)N(CC3CCCO3)C2=O)s1 (stereo not drawn)	1673	1839
N#CC1=C(N)Oc2c(c(=O)oc3ccccc23)C1c1cccnc1 (stereo not drawn)	1711	2009
CCOc1ccc(N2C(=O)NC(=O)/C(=C/c3cnc(SC)nc3)C2=O)cc1	1644	1804
O=C1NC(=O)N(c2ccccc2)C(=O)/C1=C\c1ccc2c3c(cccc13)CC2	1617	1768
CCCCn1c(NS(=O)(=O)c2ccccc2)c(C(=O)OCC)c2nc3ccccc3nc21	1799	2142
CCN(CC)P(c1n(C)cc[n+]1C)N(CC)CC	1570	1762
O=c1c2ccccc2ncn1-c1ccc([N+](=O)[O-])c(C(F)(F)F)c1	1528	1739
CC(C)[C@@]1(NC(=O)[C@@H]2C=C3c4cccc5[nH]cc(c45)C[C@H]3N(C)C2)O[C@@]2(O)[C@@H]3CCCN3C(=O)[C@H](Cc3ccccc3)N2C1=O	1674	1826
Cc1ccc(NP(=O)(Oc2ccccc2F)Oc2ccccc2F)cc1C	1246	1667
COC(=O)CCCCC1SCC(NC(=O)c2ccccc2)C1Cl (stereo not drawn)	1539	1788

(cont.)
SMILES	SRC3 TRFRET art	SRC1 TRFRET art
CC(C)(C)C(=O)OC[N+](C)(C)CCOC(=O)C(O)(c1ccccc1)C1CCCC1 (stereo not drawn)	1474	1635
O=C1/C(=C/c2cccnc2)N2CCC1CC2	1594	1802
COc1ccc(CN2CCCC(C(=O)c3sccc3C)C2)cc1O (stereo not drawn)	1561	2093
COc1ccccc1OCC(=O)N1CCN(Cc2ccc3c(c2)OCO3)CC1	1391	1776
O=C(/C=C/c1ccccc1)NCCc1cnc[nH]1	1484	1697
CCC(=O)OC1(c2ccccc2)C(C)CN(C)CC1C (stereo not drawn)	1347	1733
Cc1ccc(-n2c(O)c(/C=N/NC(=O)c3ccncc3)c(=O)[nH]c2=O)cc1	1632	2134
Nc1c2c(nc3sc4c(c13)CCCCC4)CCCC2	1386	1765
O=[N+]([O-])c1ccc(N2CCNCC2)cc1Sc1ccccn1	1641	1660
O=C(O)c1cccc2nc3ccccc3nc12	1766	1925
Cc1cc(C(=O)N=Nc2c(O)n(C)c3ccccc23)c(C)o1	1505	1446
CN(C)C(=O)Oc1ccc(-c2cn3cc(C(F)(F)F)ccc3n2)cc1	1619	1874
COc1cc2c(cc1OC)[C@@]13CCN4CC5=CCO[C@H]6CC(=O)N2[C@H]1[C@H]6[C@H]5C[C@H]43	1602	1633
Cc1nn(Cc2ccc(Cl)cc2Cl)c(Cl)c1C(=O)Nc1ccc(OC(F)F)cc1	1716	1832
Cc1ccc(OP(N)(=O)Oc2ccc(C)cc2)cc1	1657	1647
Cn1c(NN=O)nc2ccccc21	1429	1863
COC(=O)C1=CO[C@@H](C)[C@@H]2CN3CC[C@@]4(C(=O)Nc5ccccc54)[C@@H]3C[C@H]12	1635	1901
CCCCCc1nc2c(c(=O)c3ccccc3n2C)c(=O)n1C1CCCCCC1	1439	1816
COc1cc2c(cc1OC)CC[N+](C)=C2	1622	1939
Cc1ccccc1OCCCn1cc(C(=O)C(=O)N2CCOCC2)c2ccccc21	1411	1617
Cc1cc(C)cc(N2C(=O)NC(=O)/C(=C\c3cc(C)n(C)c3C)C2=O)c1	1476	2109
CCN1C(=O)/C(=C\c2ccc([N+](=O)[O-])s2)C(=O)NC1=S	1841	1961
N#CCCn1cc(C(=O)O)c(-c2cccc([N+](=O)[O-])c2)n1	1668	1599
COc1ncccc1C(=O)NCC(CC(=O)O)c1ccccc1 (stereo not drawn)	1570	2031
Cc1ccccc1N1C(=O)CC(=O)N(c2ccccc2C)C1=O	1600	1879

Next entries follow.
SMILES	SRC3 TRFRET art	SRC1 TRFRET art
Cc1c(N=Nc2c(O)n(Cc3ccccc3)c(=O)[nH]c2=O)c(=O)n(-c2ccccc2)n1C	1758	1884
c1ccc(-c2ccc(-c3n(-c4ccccn4)c4ccccc4[n+]3-c3ccccn3)cc2)cc1	1554	1470
Cc1ccc2c(c1)CCCN2N=O	1517	1582
CSc1ccccc1C(=O)C1CCCN(Cc2cccc(C)n2)C1 (stereo not drawn)	1706	2148
CCN1CCN(c2ccc(N)c(C)c2)CC1	1622	1818
N#CC1=C(N)Oc2c(c(=O)sc3ccccc23)C1c1cccnc1 (stereo not drawn)	1696	1751
CN(C)P1(N(C)C)=NC(C(F)(F)F)=NC(C(F)(F)F)=N1	1432	1670
O=C(CN1CC=C(c2ccccc2)CC1)Nc1cc(Cl)ccc1Cl	1629	1740
CN1CCN(c2ccc3nccnc3c2)CC1	1478	1874
Cc1ccc2cccc(OC(=O)N(C)c3ccccc3)c2n1	1829	2000
Cc1ccc(CN2CCCC(C(=O)c3sccc3C)C2)o1 (stereo not drawn)	1486	1828
Cc1ccc(/C=C2/C(=O)NC(=O)N(C)C2=O)cc1	1490	1882
O=C(CN1CC=C(c2ccccc2)CC1)NC(=O)NCc1ccccc1	1790	2000
Cc1ncc(CN2CCCC(C(=O)c3sccc3C)C2)s1 (stereo not drawn)	1434	1435
O=S1(=O)CC2(N3CCOCC3)CCCCC21 (stereo not drawn)	1542	1924
COc1cccc(-c2nc3ccc(N4CCN(C)CC4)cc3[nH]2)c1	1677	2031
COc1ccccc1CN1CCCC(C(=O)c2ccccc2SC)C1 (stereo not drawn)	1761	1667
O=C1NC(=O)C(=Cc2ccccc2Oc2ccc(F)cc2)C(=O)N1	1702	1926
CN1CCN(c2ccc(C(N)=O)cc2[N+](=O)[O-])CC1	1581	1773
Cn1c(=O)cc(OCC(=O)N2CCC3(CC2)OCCO3)c2ccccc21	1551	1582
O=C1CN=C(c2ccccc2)c2cc(Br)ccc2N1Cc1cc(=O)n2ccccc2n1	1578	1733

Not all compounds are listed; rates above refer to the full screens.
